HTT aggregate – mutant huntingtin aggregation inhibition; AID 1688; hit rate 1.1% among 220,000; PC12 HttQ103-GFP aggregates, Acumen cytometry, 40 h; Potency, µM (top dose mostly 46.1 µM), without a hit: at the top dose activity change, negative = inhibition, usual class: inhibitors; note: potency is the fitted concentration of half-maximal effect; % is set by controls: 0 for no effect and ±100 for the full control effect; nearly all actives have a fitted effect of over 60% in size
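Compounds (qHTS titration) were added to PC12 cells expressing an ecdysone-driven HTT exon 1 Q103–GFP fusion after induction with 100 nM tebufenozide. Aggregate formation was measured as GFP objects in cell lysates.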
NPSR antag – antagonists of human neuropeptide S receptor cAMP signaling | Q6W5P4 | CHO-NPSR cells, cAMP TR-FRET, antagonist mode | Potency, µM (titrated, usually from 38.3 µM), inactives show at the top dose activity change, negative = inhibition, usual class: inhibitors | hit rate 1% among 220,000; note: potency is the fitted concentration of half-maximal effect; % is set by controls: 0 for no effect and ±100 for the full control effect; nearly all actives have a fitted effect of over 50% in size; many of its hits are not listed in these tables
IMPase Li inh – cell-permeable IMPase inhibitors with lithium potentiation; CHO-M1 cells, IP1 TR-FRET (IP-One), carbachol + lithium; Potency, µM (top dose mostly 59.4 µM), inactives show at the highest dose activity, negative = IMPase inhibition, most hits filed as inhibitors; hit rate 0.35% among 210,000; AID 1457;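 note: IP1 builds up when IMPase is blocked and the TR-FRET signal falls; potency is the fitted concentration of half-maximal effect; plate controls were basal vehicle for no effect and high inhibitor control for full effect; nearly all actives have a fitted effect of over 50% in size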
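Concentration–response in CHO-M1 cells, lithium-potentiated; 30 min at 37C. IP1 detected by competitive TR-FRET after 10 min lysis at RT. Hill-fitted AC50.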
CBFb-RUNX1 inh – blocks binding between human CBF-beta and RUNX1 | Q01196+Q13951 | AlphaScreen CBFb-His/RUNX1-biotin binding, biochemical | Potency, µM (series often up to 59.8 µM), inactives show at the highest dose activity, negative = inhibition, hits mostly inhibitors | 230,000 tested, under 10 active | AID 1477; note: % of control where 0% means no effect
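CBFb-His/RUNX1-biotin, 30 nM each, preincubated 20 min RT; compound 15 min RT; Ni + streptavidin beads 50 ng each, 90 min RT; AlphaScreen read.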
Epigenetic reg – derepresses silenced GFP reporter in murine cells. murine LDR cells, GFP reporter derepression, 30 h. Potency, µM (highest dose often 53.9 µM), for the others: at the top dose GFP activation, hits mostly activators. hit rate 0.2% among 280,000; note: potency is the fitted concentration of half-maximal effect; % of control where 0% means no effect; nearly all actives have a fitted effect of over 60% in size
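Readout is the number of GFP-expressing murine LDR cells, counted by cytometry following washing. Cells were treated with compound for 30 h at 37 C; the stably integrated CMV-GFP locus is normally silent.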
Luc counter – counter-screen: inhibitors of Kinase-Glo firefly luciferase; Potency, µM (series often up to 38.3 µM), for the others: at the top dose activity change, negative = inhibition, hits mostly inhibitors; AID 1379; Kinase-Glo luciferase, ATP luminescence, 8 min; Q27757; hit rate 0.28% among 200,000; note: potency is the fitted concentration of half-maximal effect; % is set by controls: 0 for no effect and ±100 for the full control effect; nearly all actives have a fitted effect of over 60% in size
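Kinase-Glo luciferase light output from ATP and luciferin was measured with 10 uM ATP, within the enzyme's linear range. Buffer: 50 mM imidazole pH 7.2, 50 mM KCl, 7 mM MgCl2, 0.01% Tween 20, 0.05% BSA; luminescence read after 8 min at ambient temperature.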
L3MBTL1 block – inhibitors of human L3MBTL1 | Potency, µM (highest dose often 57.1 µM), without a hit: at the highest dose activity, negative = inhibition, usual class: inhibitors | hit rate 0.66% among 230,000 | Q9Y468 | AlphaScreen L3MBTL1–H3K9me1 peptide binding; note: potency is the fitted concentration of half-maximal effect; % is set by controls: 0 for no effect and ±100 for the full control effect; nearly all actives have a fitted effect of over 60% in size
Target sequence (Q9Y468 whole entry, looked up): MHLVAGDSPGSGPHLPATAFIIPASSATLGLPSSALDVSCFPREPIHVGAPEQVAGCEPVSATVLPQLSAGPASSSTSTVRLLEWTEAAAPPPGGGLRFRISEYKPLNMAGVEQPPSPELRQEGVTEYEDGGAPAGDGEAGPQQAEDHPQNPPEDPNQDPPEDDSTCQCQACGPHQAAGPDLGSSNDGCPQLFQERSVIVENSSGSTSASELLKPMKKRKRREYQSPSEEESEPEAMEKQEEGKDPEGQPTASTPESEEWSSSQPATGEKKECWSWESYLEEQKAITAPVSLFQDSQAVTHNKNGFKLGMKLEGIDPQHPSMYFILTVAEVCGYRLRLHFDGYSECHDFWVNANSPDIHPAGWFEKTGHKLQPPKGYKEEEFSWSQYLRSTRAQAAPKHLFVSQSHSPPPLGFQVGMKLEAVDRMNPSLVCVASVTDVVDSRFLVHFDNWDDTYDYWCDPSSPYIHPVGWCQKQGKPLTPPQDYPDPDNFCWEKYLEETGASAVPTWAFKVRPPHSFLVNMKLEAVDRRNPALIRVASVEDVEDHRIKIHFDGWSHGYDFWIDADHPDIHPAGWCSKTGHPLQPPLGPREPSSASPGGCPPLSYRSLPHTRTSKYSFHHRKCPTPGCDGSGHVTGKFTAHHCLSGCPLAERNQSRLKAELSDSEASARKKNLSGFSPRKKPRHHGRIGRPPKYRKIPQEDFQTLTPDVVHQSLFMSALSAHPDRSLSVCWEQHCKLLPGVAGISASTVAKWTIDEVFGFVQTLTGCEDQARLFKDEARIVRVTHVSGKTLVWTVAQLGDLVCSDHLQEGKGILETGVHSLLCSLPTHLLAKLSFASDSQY
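First, the protein-peptide complex forms for 30 min at room temperature (L3MBTL1 50 nM, biotinylated H3K9me1 peptide 75 nM). Next, compounds are pin-transferred and incubated 30 min. Finally, AlphaScreen beads are added and read after 30 min.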
* marks the source's active call; other numbers are inactive results; ? = inconclusive; . = no result given; & = joins results of further samples; [ ] = another dose, or the depositor's remark. Calls come from the whole dose curve; as a rule, active = well fitted curve in the direction sought with a large enough effect; inconclusive = small, poorly fitted or top-dose-only effect, or another doubt; inactive = no such curve, though single readings can be large; an effect the other way counts as inactive or inconclusive.

SMILES	HTT aggregate	NPSR antag	IMPase Li inh	CBFb-RUNX1 inh	Epigenetic reg	Luc counter	L3MBTL1 block
O=C(Cn1c(=O)n(Cc2ccccc2)c(=O)c2ccccc21)NCc1ccco1	2%[9.22 µM]	-16%[46.1 µM]	-11%[38.3 µM]	1%	-4.5%	1%	.
CCNC(=O)NC(=O)CSc1ccc(NC(C)=O)cc1	17%	-3%[46.1 µM]	2%[38.3 µM]	0%	-4.8%	1%	0%
CCN(CC)CCCNc1nc(-n2nc(C)cc2C)nc2sc3c(c12)CC(C)(C)OC3	12%[9.22 µM]	9%	.	5%	4.7%	.	-23%
COc1cccc(CNC(=O)Cc2ccc(Br)cc2)c1	6%	1%	2%	2%	1.0%	0%	13%
O=C(C1CCN(S(=O)(=O)c2cnc[nH]2)CC1)N1CCc2ccccc2C1	-4%	7%[46.1 µM]	5%[38.3 µM]	-3%	0.0%	1%	.
Cc1ccc2c(CN3CCOCC3)cc(=O)oc2c1	-2%[9.22 µM]	-3%[7.67 µM]	.	3%	-1.4%	.	3%
COc1ccccc1/C=C/C=N/n1c(C2CCCCC2)n[nH]c1=S	18%	-28%	24%	-19%	0.0%	2%	-14%
O=C(NCCCN1CCOCC1)C1Cc2c(ccc3ccccc23)O1 (stereo unspecified)	-3%	-1%	-1%	-11%	-1.4%	-1%	33%[activator]
O=C(CSc1nc2[nH]ncc2c(=O)n1-c1ccc(Cl)c(Cl)c1)NCc1ccccc1Cl	-21%	-42%	13%	-22%	-0.3%	12%	.
CCN1CCN(Cc2ccc(NC(=O)c3ccc(C)c(NC(=O)N4CCNC4=O)c3)cc2C(F)(F)F)CC1	?	24%	.	11%	4.5%	.	-3%
Cc1c(C(=O)c2ccc(Cl)cc2Cl)cnc2cc3c(cc12)OCO3	?	-29%[46.1 µM]	23%	6%	-1.2%	1%	7%
CCn1nnc(-c2ccccc2NC(=O)C(F)(F)F)n1	19%	-13%[46.1 µM]	-15%[38.3 µM]	11%	-2.5%	9%	8%
O=C(NCCc1c[nH]c2ccccc12)C(=O)Nc1ccccc1	-3%	-1%	-1%	-3%	-0.7%	0%	.
COC(=O)c1ccc(OCC(=O)NC(C)(C)C)cc1	7%	2%[46.1 µM]	0%[38.3 µM]	4%	-1.8%	-1%	2%
C=CCn1c(=O)/c(=C2/Sc3ccccc3N2CC)s/c1=C1/C(=O)NN=C1C	-8%[9.22 µM]	-9%	4%	2%	-5.0%	0%	-3%
CC(=C\c1ccco1)/C=C1/SC(=S)N(CC(=O)O)C1=O	21%[9.22 µM]	-17%	.	12%	-1.1%	.	40µM*
COc1cc(CC(=O)N/N=C/c2ccc([N+](=O)[O-])cc2)c([N+](=O)[O-])cc1OC	2%	3%[46.1 µM]	11%	2%	?	1%	-6%
Nc1nc(SCC(=O)c2ccc(Oc3ccccc3)cc2)n[nH]1	0%	-11%[46.1 µM]	21%[38.3 µM]	6%	-0.8%	1%	-4%
COc1ccc(NC(=O)COC(=O)CNC(=O)C2CCCCC2)cc1	16%	8%	-1%	7%	-0.6%	0%	-1%
CN(C)CCCNC(NC(=O)/C=C/c1ccccc1)C(Cl)(Cl)Cl (stereo unspecified)	9%[9.22 µM]	-24%	.	1%	7.1%	.	-6%
C/C(=C\c1ccco1)CN1CCN(Cc2ccc(C)o2)C(CCO)C1 (stereo unspecified)	.	0%	2%	-5%	0.0%	-3%	-2%
O=C(CC1C(=O)NCCN1Cc1ccc(F)c(F)c1)NCCCn1ccnc1 (stereo unspecified)	3%[9.22 µM]	-16%	7%	3%	-2.5%	1%	-5%
O=C(COC(=O)c1ccc(F)cc1)Nc1nc2ccc([N+](=O)[O-])cc2s1	9%	14%	0%	4%	-1.9%	-1%	4%
CCOc1cc2[nH]c(=O)n(CCC(=O)N3CCN(c4ccccc4OC)CC3)c(=O)c2cc1OCC	14%	-21%[46.1 µM]	-4%[38.3 µM]	2%	-1.9%	8%	-1%
CC1(C)Cc2noc(N)c2C(C)(C)N1OC(=O)c1ccco1	-27%	4%[46.1 µM]	-2%	-2%	-0.8%	1%	8%
CCc1nnc(NS(=O)(=O)c2ccc(NC(=O)/C=C/c3ccccc3Cl)cc2)s1	12%	-26%	-6%	-10%	-1.9%	3%	-12%
Cc1ccc2c(c1)C(=O)CC1(CCCCCC1)O2	?	-12%	.	?	-0.1%	.	.
Cn1c(N)c(C(=O)COC(=O)CCC2CCCC2)c(=O)n(C)c1=O	12%	22%	6%	15%	-0.8%	-1%	?
Cc1cccc(-n2cnc(C(=O)NNC(=S)Nc3ccc(Cl)cc3)c2)n1	-30%	-21%	-9%	?	-0.3%	4%	?
CC(=O)Nc1ccc2c(c1)C(=O)c1ccccc1C2=O	7%	-5%[46.1 µM]	-4%[38.3 µM]	-2%	1.0%	-6%	-5%
CCCCOC(=O)c1ccc(NC(=O)CSc2nncn2C)cc1	14%	-1%[46.1 µM]	.	0%	-4.3%	.	-2%
COc1ccc(NC(=S)N2CCN(C(=O)C3CCCO3)CC2)c(OC)c1 (stereo unspecified)	27%	8%	-2%	3%	0.1%	1%	5%
O=[N+]([O-])c1ccc(N2CCN(C(=S)NC3CCCCC3)CC2)cc1	?	-28%[46.1 µM]	4%[38.3 µM]	-21%	0.0%	-6%	-19%
CCOC(=O)N1CCN(C(=O)c2cnc(Nc3ccccc3OC)c3ccccc23)CC1	17%	-1%[46.1 µM]	9%[38.3 µM]	17%	4.2%	0%	16%
C=CCn1c(C)csc1=Nc1ccc(C(=O)O)cc1	2%	-8%	4%	5%	-1.4%	1%	-4%
COc1c(F)c(F)c(C(=O)Nc2ccc(-c3nc4ccccc4[nH]3)cc2)c(F)c1F	6%	0%	-10%	16%	-0.4%	-3%	-8%
CCc1ccc(OCC(=O)Nc2cccc3nsnc23)cc1	.	-6%	7%	?	2.2%	-2%	90%[activator]
CCN=C(NCC)SC1CC(=O)N(c2cccc(OCC)c2)C1=O (stereo unspecified)	-12%	-10%[46.1 µM]	5%[38.3 µM]	1%	0.9%	-2%	1%
CC1(C(=O)N(CC(=O)NC2CCCC2)Cc2ccco2)CC(=O)N=C2C=CC=CN21 (stereo unspecified)	-27%	-18%[46.1 µM]	15%[38.3 µM]	11%	-1.1%	-1%	.
Oc1ccccc1C1N=C(c2ccccc2)NC(c2ccccc2)=N1	11%	-8%[46.1 µM]	23%[38.3 µM]	-16%	0.7%	-2%	.
CCOc1cc(C2NC(=O)NC(C)=C2C(=O)NCc2ccccc2)c(Cl)cc1O (stereo unspecified)	-3%	-9%[46.1 µM]	9%[38.3 µM]	-6%	1.0%	-2%	.
COc1cc2c(cc1OC)C(c1cccc([N+](=O)[O-])c1)NC(=O)C2 (stereo unspecified)	-1%[9.22 µM]	-11%	2%	-1%	-6.2%	-1%	10%
COc1cc(OC)nc(NC(=O)CN2CCN(c3ccc(F)cc3)CC2)n1	?	-8%[46.1 µM]	12%[38.3 µM]	10%	-1.1%	-1%	6%
Cc1nc(NC(=O)c2oc3ccccc3c2C)sc1C(=O)N(C)C	-8%	-13%[46.1 µM]	5%	8%	0.0%	-11%	0%
COc1ccc(NC(=O)CN2C(=O)C(C)SC(C)C2=O)cc1 (stereo unspecified)	10%	-3%[46.1 µM]	0%	-4%	0.0%	-1%	8%

Two records picked at random from the list so far:
SMILES	HTT aggregate	NPSR antag	IMPase Li inh	CBFb-RUNX1 inh	Epigenetic reg	Luc counter	L3MBTL1 block
CC1(C(=O)N(CC(=O)NC2CCCC2)Cc2ccco2)CC(=O)N=C2C=CC=CN21 (stereo unspecified)	-27%	-18%[46.1 µM]	15%[38.3 µM]	11%	-1.1%	-1%	.
CCc1ccc(OCC(=O)Nc2cccc3nsnc23)cc1	.	-6%	7%	?	2.2%	-2%	90%[activator]

The results go on:
SMILES	HTT aggregate	NPSR antag	IMPase Li inh	CBFb-RUNX1 inh	Epigenetic reg	Luc counter	L3MBTL1 block
CCOC(=O)c1oc2ccc(S(=O)(=O)n3nc(-c4cc(OC)c(OC)c(OC)c4)cc3N)cc2c1C	4%	-29%	-6%	-7%	1.2%&2.3%	1%	.
COc1ccccc1NS(=O)(=O)c1cccc(C(=O)OCC(=O)Nc2cc(C)on2)c1	24%	-15%[46.1 µM]	3%[38.3 µM]	-8%	-1.2%	0%	2%
Cc1ccc(S(=O)(=O)N=C2SCCCS2)cc1	9%	-11%[46.1 µM]	1%[38.3 µM]	-3%	-0.9%	-3%	2%
CCCN(CCC)CCCNC(=S)Nc1ccc2nc(N3CCN(C)CC3)cc(C)c2c1	-10%	8%	13%	8%	0.8%	0%	.
COc1ccccc1C1NC(=O)CS1 (stereo unspecified)	1%	-5%[46.1 µM]	-2%[38.3 µM]	3%	-5.8%	4%	35%[activator]
Cc1ccc(C(=O)Nc2ccc(NC(=O)c3cccs3)cc2)cc1[N+](=O)[O-]	-9%[9.22 µM]	1%	-3%	3%	3.2%	1%	-10%
CCOC(=O)CNC(=O)CSc1nc(NCc2ccccc2)nc(N(C)C)n1	-1%	-16%[46.1 µM]	19%[38.3 µM]	2%	-2.3%	2%	0%

Ordered by molecular weight (rising): part of the list above
SMILES	HTT aggregate	NPSR antag	IMPase Li inh	CBFb-RUNX1 inh	Epigenetic reg	Luc counter	L3MBTL1 block
COc1ccc(NC(=O)CN2C(=O)C(C)SC(C)C2=O)cc1 (stereo unspecified)	10%	-3%[46.1 µM]	0%	-4%	0.0%	-1%	8%
Cc1nc(NC(=O)c2oc3ccccc3c2C)sc1C(=O)N(C)C	-8%	-13%[46.1 µM]	5%	8%	0.0%	-11%	0%
Cc1ccc(C(=O)Nc2ccc(NC(=O)c3cccs3)cc2)cc1[N+](=O)[O-]	-9%[9.22 µM]	1%	-3%	3%	3.2%	1%	-10%
CCOC(=O)CNC(=O)CSc1nc(NCc2ccccc2)nc(N(C)C)n1	-1%	-16%[46.1 µM]	19%[38.3 µM]	2%	-2.3%	2%	0%
COc1ccccc1NS(=O)(=O)c1cccc(C(=O)OCC(=O)Nc2cc(C)on2)c1	24%	-15%[46.1 µM]	3%[38.3 µM]	-8%	-1.2%	0%	2%
CCCN(CCC)CCCNC(=S)Nc1ccc2nc(N3CCN(C)CC3)cc(C)c2c1	-10%	8%	13%	8%	0.8%	0%	.
CCOC(=O)c1oc2ccc(S(=O)(=O)n3nc(-c4cc(OC)c(OC)c(OC)c4)cc3N)cc2c1C	4%	-29%	-6%	-7%	1.2%&2.3%	1%	.

Screening results (PubChem)

The list is partial; rates above refer to the full screens.
